hgDAF12 agonist = activates the H. glycines DAF-12 receptor ligand-binding domain | HEK293 GAL4-hgDAF12 UAS-luciferase reporter, agonist luminescence; normalized to butyrate control | activation, % at 6.8 µM | actives 1.8% (n = 370,000);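 active = activation above a cutoff set at the mean of all screened compounds plus 3 SD, cut at about 10% in these data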;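 note: 0% = DMSO wells and 100% = sodium butyrate wells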
DAX1 inh-1 = NR0B1 (DAX1) inhibition; P51843; AID 504766; HEK293 Gal4-DAX1 luciferase reporter, luminescence; inhibition, % at 6.75 µM; actives 0.99% (n = 340,000);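 active = inhibition above the mean over all tested compounds plus 3 SD, cut at about 4.2% in these data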;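 note: 0% = DAX1-transfected cells with DMSO and 100% = empty-vector control cells with DMSO; inhibition shows as a rise in luminescence from relieved DAX1 repression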
Target sequence (P51843 207-470 limits assumed): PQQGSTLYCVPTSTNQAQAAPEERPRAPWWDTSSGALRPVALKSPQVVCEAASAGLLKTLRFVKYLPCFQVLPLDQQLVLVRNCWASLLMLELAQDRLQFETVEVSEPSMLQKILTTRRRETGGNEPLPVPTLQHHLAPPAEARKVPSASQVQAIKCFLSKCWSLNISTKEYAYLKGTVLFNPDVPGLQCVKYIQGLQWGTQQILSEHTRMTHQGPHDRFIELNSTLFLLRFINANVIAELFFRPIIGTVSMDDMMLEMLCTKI
DAX1 inh-2 = blocks DAX1 repression of SF-1 activated StAR promoter. actives 1.1% (n = 370,000). HEK293T StAR-luciferase reporter, SF-1/DAX-1 repression relief. AID 652010. inhibition, % at 6.8 µM;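 active = inhibition above the mean over all tested compounds plus 3 SD, cut at about 3.6% in these data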;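 note: 0% = DAX-1 cells with DMSO and 100% = cells lacking DAX-1 with DMSO; higher inhibition means more luminescence from relief of DAX-1 repression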
SMARCA2 activ = activators of SMARCA2 function. MG213 cells, MMTV-luciferase reporter, dexamethasone, overnight. activation, % at 9.1 µM. actives 1% (n = 370,000); in the data active = activation above about 7.8%;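 note: 0% = vehicle wells and 100% = reference activator wells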
ssDAF-12 act = S. stercoralis DAF-12 activation, primary screen; HEK293 ssDAF-12/GRIP1 lit1-tk-luc reporter, luminescence; % of 3 µM dafachronic acid response; actives 1% (n = 370,000); activation, % at 6.8 µM; AID 652126;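 active = activation above the mean over all tested compounds plus 3 SD, cut at about 0.9% in these data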;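 note: 0% = DMSO-only wells and 100% = 3 µM delta7-dafachronic acid wells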
GC-A act = GC-A (human) enzyme activation; HEK293 GC-A cells, cGMP TR-FRET, EC30 ANP; 0% at EC30 ANP, 100% saturating ANP; activation, % at 10 µM; actives 0.14% (n = 370,000); AID 1671463; in the data active = activation above about 40%
hcDAF12 agonist = activates DAF-12 receptor from parasite H. contortus | HEK293 hcDAF-12 lit1-tk-luc reporter, luminescence; 0% DMSO, 100% Δ7-dafachronic acid | activation, % at 6.8 µM | actives 1.4% (n = 370,000);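 active = activation above the mean of all tested compounds plus 3 SD, cut at about 5.5% in these data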;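 note: 100% = response to 3 µM Δ7-dafachronic acid high control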
NPR2 activator = GC-B (human) receptor activation; P20594; HEK293-GC-B cells, CNP EC30, cGMP TR-FRET; 0% at EC30 CNP, 100% saturating CNP; activation, % at 10 µM; actives 0.11% (n = 370,000);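 active = activation at 10 µM reaching about 35% in either raw or pattern-adjusted values, limit read from the data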
GAA850 FXN act = activators of GAA850 frataxin (FXN) promoter | HEK293 lucGAA850 FXN promoter luciferase reporter, 24 h; percent of 10 µM SAHA response | activation, % at 6 µM | actives 0.56% (n = 360,000) | AID 540364;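 active = activation above the average of all compounds screened plus 3 SD, cutoff fixed separately per campaign, cut at about 7.5% in these data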;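 note: 0% = DMSO wells and 100% = 10 µM SAHA wells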
HGIII-sPLA2 inh = Blocks human group III sPLA2 activity | QFRET BODIPY PC-A2 liposome hydrolysis, fluorescence | inhibition, % at 12.2 µM | AID 743126 | Q9NZ20 | actives 0.56% (n = 370,000);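 active = inhibition above mean plus 3 SD of compounds lying within the high and low control bounds, cut at about 19% in these data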;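 note: 0% = median of test compound wells and 100% = no enzyme DMSO wells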
Target sequence (Q9NZ20 whole entry, looked up): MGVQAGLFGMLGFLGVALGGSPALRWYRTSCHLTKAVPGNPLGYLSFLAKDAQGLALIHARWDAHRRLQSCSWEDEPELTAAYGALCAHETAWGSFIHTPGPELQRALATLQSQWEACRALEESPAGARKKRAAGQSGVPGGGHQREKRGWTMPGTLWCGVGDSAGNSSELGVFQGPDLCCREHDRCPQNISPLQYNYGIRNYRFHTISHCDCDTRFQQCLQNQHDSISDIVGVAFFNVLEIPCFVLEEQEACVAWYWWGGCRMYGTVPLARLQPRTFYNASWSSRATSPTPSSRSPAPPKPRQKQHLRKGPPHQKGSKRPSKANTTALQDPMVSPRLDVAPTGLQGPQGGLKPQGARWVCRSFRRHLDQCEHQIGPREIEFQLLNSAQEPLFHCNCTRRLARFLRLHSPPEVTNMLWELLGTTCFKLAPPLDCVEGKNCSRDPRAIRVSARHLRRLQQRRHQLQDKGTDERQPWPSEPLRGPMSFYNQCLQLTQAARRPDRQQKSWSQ
KLK7 zymogen act = proKLK7 (human) activation, primary screen; P49862; purified proKLK7, EDANS-DABCYL substrate fluorescence; 100% is mature enzyme control, 0% vehicle; activation, % at 7 µM; actives 0.9% (n = 370,000);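 active = activation above the mean of all tested compounds plus 3 SD, computed per campaign excluding outliers beyond control limits, cut at about 13% in these data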
Target sequence (P49862 whole entry, looked up): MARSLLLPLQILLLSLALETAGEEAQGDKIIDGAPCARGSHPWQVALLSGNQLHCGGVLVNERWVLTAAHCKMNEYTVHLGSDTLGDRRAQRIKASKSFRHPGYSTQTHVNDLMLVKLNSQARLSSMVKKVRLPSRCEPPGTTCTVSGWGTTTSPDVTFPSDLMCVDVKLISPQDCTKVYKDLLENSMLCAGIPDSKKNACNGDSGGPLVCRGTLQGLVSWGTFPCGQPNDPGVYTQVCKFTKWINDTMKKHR
An asterisk follows results filed as active; nt = no result given.

SMILES	hgDAF12 agonist	DAX1 inh-1	DAX1 inh-2	SMARCA2 activ	ssDAF-12 act	GC-A act	hcDAF12 agonist	NPR2 activator	GAA850 FXN act	HGIII-sPLA2 inh	KLK7 zymogen act
C/C(=N\NS(=O)(=O)c1ccccc1)c1ccc2c(c1)OCCO2	3.4	-0.8	-0.5	1	-0.3	2	-0.3	5	5.1	0	-0.2
O=C(Cc1ccccc1)NC(NC(=O)Cc1ccccc1)c1cccc([N+](=O)[O-])c1	-1.5	1.4	0.0	1	-1.0	1	-0.3	0	-1.6	0	-0.3
CN(C)S(=O)(=O)c1ccc(NC(=O)CN2CCCCCC2)cc1	1.9	1.0	-0.3	0	-1.4	2	0.5	4	0.0	-1	-0.6
CCCCNC(=O)c1cc2cc(OC)ccc2[nH]1	-2.8	nt	-0.4	-4	-0.8	2	1.2	-1	1.6	9	2.8
CCCCCCNc1cc2n(c(=O)n1)CCc1cc(OC)c(OC)cc1-2	-4.5	0.1	-0.1	3	-1.9	11	-3.7	14	5.3	1	1.5
COc1ccc(NC(=O)Nc2ccc3nc(C)c(C)nc3c2)cc1	0.8	-0.2	-1.3	0	-1.9	1	-0.9	5	0.1	-1	-0.4
C[N+](C)(C)CCNC(=O)c1ccccc1	-0.7	nt	4.1*	-5	-0.9	8	-1.0	1	nt	11	-1.1
Cn1cnc(S(=O)(=O)N2CCN(c3cccc(Cl)c3)CC2)c1	-3.0	1.1	0.8	-3	-1.5	-1	0.1	-3	1.2	10	-0.5
COCc1cc(C)nc(OCC(=O)N/N=C\c2cc(C)n(-c3cccc(C(F)(F)F)c3)c2C)c1C#N	1.3	0.5	-0.5	2	-1.2	-1	-0.6	-9	-2.6	-12	-1.0
Cc1ccc(Nc2nc(C(=O)N3CCC(C(=O)NCc4ccccc4)CC3)cs2)cc1	0.0	0.4	-0.2	-3	-1.3	0	-1.1	2	1.8	-8	-0.1
O=C(N/N=C/c1ccc([N+](=O)[O-])o1)c1cn(-c2ccccc2)nc1-c1ccccc1	-2.3	-0.9	-1.5	-1	-1.9	-12	-2.7	1	0.6	5	-0.5
COc1ccc(NC(=O)C(C)N2c3cccc4cccc(c34)S2(=O)=O)c(OC)c1 (configuration not stated)	1.2	1.1	-0.3	1	-1.5	-8	-2.8	2	-0.5	-4	-20
CCCS(=O)(=O)N1CCCC(c2nc(-c3cccc(OC)c3)no2)C1 (configuration not stated)	2.3	0.6	-0.8	-2	0.2	0	-0.8	-2	0.4	-10	0.4
C=CCCC[C@H]1OC(=O)[C@H](C)NC(=O)[C@H](C(C)C)NC(=O)[C@@H]2CCCN2C(=O)[C@H](Cc2ccccc2)OC(=O)[C@@H](C(C)C)N(C)C(=O)[C@H](C(C)C)NC(=O)C1(C)C	-3.7	nt	-1.5	-3	-1.4	0	-1.8	-4	nt	-11	0.8
COc1ccc2oc(=O)c(C(=O)NCc3ccc4c(c3)OCO4)cc2c1	1.7	0.2	-0.4	1	-1.5	2	-1.9	-1	0.1	1	-0.2

Look-ups from the results shown:
Result for O=C(Cc1ccccc1)NC(NC(=O)Cc1ccccc1)c1cccc([N+](=O)[O-])c1 in ssDAF-12 act: -1.0
Result for COc1ccc(NC(=O)Nc2ccc3nc(C)c(C)nc3c2)cc1 in GAA850 FXN act: 0.1
Result for C/C(=N\NS(=O)(=O)c1ccccc1)c1ccc2c(c1)OCCO2 in NPR2 activator: 5
Result for Cc1ccc(Nc2nc(C(=O)N3CCC(C(=O)NCc4ccccc4)CC3)cs2)cc1 in DAX1 inh-2: -0.2

Next section
SMILES	hgDAF12 agonist	DAX1 inh-1	DAX1 inh-2	SMARCA2 activ	ssDAF-12 act	GC-A act	hcDAF12 agonist	NPR2 activator	GAA850 FXN act	HGIII-sPLA2 inh	KLK7 zymogen act
CN(C(=S)NC(=O)c1ccc(Br)o1)c1ccccc1	-0.2	1.4	0.3	1	0.1	-2	5.4	4	0.9	6	0.6
O=C(NC1CCCc2ccccc21)C(Cc1ccccc1)NS(=O)(=O)c1cccs1 (configuration not stated)	-1.2	-0.5	-0.9	-3	-1.6	-4	-0.5	-2	1.7	-1	-0.2
CC(/C=C1\N=C(SCc2ccccc2Cl)SC1=O)=C\c1ccccc1	-0.9	-0.8	1.1	-2	-1.1	-6	-2.7	2	1.6	-6	0.3
CCC1(c2ccc(F)cc2)NC(=O)N(CC(=O)Nc2cccc(S(=O)(=O)N3CCCCC3)c2)C1=O (configuration not stated)	-4.0	-0.6	-0.6	-2	-0.7	3	1.8	3	0.1	-26	-1.1
Cc1nc2nc[nH]n2c(=O)c1CCOC(=O)c1ccccc1F	3.7	1.1	1.0	0	-1.0	5	-0.1	-1	1.3	1	-0.7
CCN(CC(=O)NCc1ccc(Cl)cc1)C(=O)CSc1ccccc1F	0.8	-0.9	0.5	1	-0.9	-4	-2.4	-3	-0.9	-8	0.2
COc1ccccc1NC(=O)CC(=O)Nc1ccccc1OC	1.4	-0.8	-0.1	-3	-1.2	3	-0.2	0	-0.2	-46	0.5
COc1ccc(NC(=O)C2CCCN2C(=O)NCc2ccccc2)cc1 (configuration not stated)	-1.8	0.3	-0.2	-2	-1.1	2	0.1	2	1.0	7	0.1
Cc1c(C(=O)NCC2CCCO2)oc2ccc(S(=O)(=O)N3CCCCC3)cc12 (configuration not stated)	-1.5	0.5	-0.8	-2	-1.5	1	-1.2	4	2.3	-3	0.5
Fc1cccc2sc(Nc3nc4c(F)cccc4s3)nc12	2.7	0.8	0.8	-1	0.3	32	4.6	3	2.5	-17	-16
COc1ccc(C2C(=O)N(C3CCCCC3)CC(=O)N2CC2COc3ccccc3O2)cc1 (configuration not stated)	-0.9	0.2	0.3	1	-1.5	1	-2.1	2	-1.9	-3	0.3
NC(=O)C1CCN(Cc2nc3c(Br)cc(Br)cc3c(=O)[nH]2)CC1	-1.6	1.1	-0.1	3	-1.0	2	-1.6	2	1.1	-3	-0.3
c1ccc(Nc2scc(-c3ccccc3)[n+]2Cc2ccco2)cc1	14*	5.1*	2.7	6	0.4	-2	7.3*	-3	3.8	1	-0.7
COC(=O)c1sc(NC(=O)c2ccco2)c(C#N)c1C	0.2	-0.5	0.4	-3	-1.1	3	1.4	0	-1.1	0	0.1
COc1cc(C(O)c2nc(-c3cccc(C(=O)O)c3)cs2)ccc1F (configuration not stated)	-2.9	nt	1.1	-1	-0.6	4	-0.5	5	0.2	0	-0.3

Just GAA850 FXN act and DAX1 inh-1, for 2 of the compounds above:
| mol | GAA850 FXN act | DAX1 inh-1 |
| --- | --- | --- |
| CN(C(=S)NC(=O)c1ccc(Br)o1)c1ccccc1 | 0.9 | 1.4 |
| COc1cc(C(O)c2nc(-c3cccc(C(=O)O)c3)cs2)ccc1F (configuration not stated) | 0.2 | nt |

Continued:
SMILES	hgDAF12 agonist	DAX1 inh-1	DAX1 inh-2	SMARCA2 activ	ssDAF-12 act	GC-A act	hcDAF12 agonist	NPR2 activator	GAA850 FXN act	HGIII-sPLA2 inh	KLK7 zymogen act
CC(C)CC(=O)NC1(C(F)(F)F)C(=O)Nc2c1c(=O)n(C)c(=O)n2C (configuration not stated)	-1.3	0.2	0.5	-1	-0.9	2	4.7	2	0.5	0	-0.7
C#CCN(C[C@H]1[C@H](OC(=O)NCc2ccccc2F)[C@H](OC(=O)NCc2ccccc2F)C[C@H]2C(=O)N(c3ccccc3)C(=O)[C@@H]12)S(=O)(=O)c1ccc(C)cc1	-1.1	-0.3	-0.9	-3	-1.1	5	-1.0	0	-1.3	-16	0.2
O=S1(=O)c2ccc(N3CCN(Cc4ccccc4F)CC3)cc2Oc2ccccc2CN1Cc1cn(Cc2cccc(F)c2)nn1	-1.9	nt	-0.7	-4	-1.5	1	-0.9	2	nt	-11	-0.7
COc1ccc(OC(=O)CCN2C(=O)C3C4C=CC(C4)C3C2=O)cc1 (configuration not stated)	1.0	-1.2	-0.3	1	-1.2	3	-0.8	7	0.1	-1	-0.4
CCCC(=O)N1CCCC1(C)C(=O)NCc1c(F)ccc(C)c1F (configuration not stated)	-0.4	nt	-0.3	0	-0.7	0	-2.3	-7	0.0	15	0.2
COc1cc(OC)cc(C(=O)Nc2ccc3c(c2)COC3=O)c1	2.5	0.9	1.1	5	-2.0	-2	-0.6	0	0.8	1	0.0
CCSc1ncnc2c1oc1ccccc12	-0.6	0.8	0.0	-3	-1.2	-4	-1.5	-6	2.9	9	0.0
O=C(OCCN1CCCCC1)c1cccc(F)c1	0.3	-0.1	0.6	1	0.3	-2	-1.3	5	1.8	-2	0.2
COc1ccccc1N1CC(C(=O)Nc2ccc3c(c2)OCO3)CC1=O (configuration not stated)	-0.2	0.8	0.6	2	-1.2	5	-1.8	-1	2.0	0	-0.3
Cn1c(=O)n(C)c2cc(S(=O)(=O)Nc3ccccc3)ccc21	-1.4	1.6	-0.5	-3	0.1	-5	-2.3	-2	3.4	1	-0.7
O=[N+]([O-])/C(N=Nc1ccccc1)=N\Nc1ccccc1	3.1	-0.1	0.1	-1	-1.3	0	1.7	-1	1.2	2	0.7
Cc1ccc(-n2c(N)c(C#N)c(-c3ccc(Cl)cc3)c(C#N)c2=O)cc1	1.9	-0.2	-1.1	1	-0.9	-3	-0.3	-2	-0.3	0	-12
COC(=O)[C@@]1(Cc2ccc(F)cc2)[C@H]2c3cc(C(=O)N(C)C)n(CCc4c[nH]c5ccc(OC)cc45)c3C[C@H]2CN1C(=O)c1ccccc1	0.9	nt	-0.4	-2	-1.2	-23	0.1	-11	nt	-9	-0.1
c1ccc(C(c2nnnn2C2CCCC2)N2CCN(c3ccccc3)CC2)cc1 (configuration not stated)	-1.1	0.9	0.1	3	-1.3	-3	0.1	-3	-3.0	3	0.7
CC(C)C[C@H]1CNC(=S)N1CC1CCN(CCC23CC4CC(CC(C4)C2)C3)CC1	-2.6	-0.5	-1.4	-4	-1.2	-3	-1.8	6	-2.9	6	0.3
S=C(Nc1ccc2c(c1)OCO2)N1CCN(Cc2ccco2)CC1	11*	0.7	2.7	7	0.1	1	2.4	3	7.2	6	-0.3
CCN(CC)C(=O)CCCC(=O)N(CC)CC	2.7	2.2	-0.8	0	-1.9	0	-0.4	2	0.5	-1	-0.3
O=C(CSc1nncn1-c1ccccc1)Nc1ccccc1F	-0.6	-0.4	-0.4	-1	-1.2	-1	-2.6	0	0.4	4	0.5
CC(=O)Nc1ccc(C=NNC(=O)C2CC2)cc1	-0.7	1.8	0.3	3	-1.3	0	-0.1	1	4.1	-1	-0.1
N#CC1C(=O)NC(c2ccccc2)=CC1c1ccccc1 (configuration not stated)	-0.3	-0.2	-1.8	0	-1.9	-1	1.0	-2	0.5	-132	124*
Cc1ccccc1CS(=O)(=O)Cc1ccc(C(=O)NC2CCCC2)o1	0.0	0.0	-0.3	0	-1.1	1	-1.2	2	1.4	-1	0.4
CCC(C(=O)OC)n1c(-c2ccccc2)nc2ccccc2c1=O (configuration not stated)	-0.5	0.9	-0.2	-2	-1.0	-8	-0.7	-5	2.4	-1	0.4
COC(=O)CS(=O)(=O)c1cccc2cccnc12	-2.0	-0.1	-0.4	0	-1.3	3	-1.1	5	1.4	0	16*
CCOC(=O)N1CCN(C(=O)C[C@H]2C[C@@]3(C(=O)OC)C(=C[C@H](C(C)C)O[C@@H]3C3CC3)N(CCc3ccc(OC)c(OC)c3)C2=O)CC1	-0.5	nt	0.4	0	-1.4	1	-3.1	4	nt	-7	0.1
